# PTK2B oligo ant = blocks oligomerization of human Pyk2 in cells; Q14289; z-score (the deposit names both 25 µM and 10 µM); Q293 cells, Pyk2 FERM NanoBiT luminescence; active compounds read low; actives 0.83% (n = 99,000);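 active means Z-score of -3 or lower, scaled per plate to the spread of control and sample wells; inactive means z-score above -3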;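 further: negative z-score means lost luminescence so less FERM oligomerization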
# F-actin modifier = cytoskeleton assembly modification; HUVEC TNFa F-actin phalloidin imaging, high content; inhibition, % at 2 µM; actives 0.18% (n = 91,000);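 active means inhibition above the batch mean plus 3 SD and confirmed as a hit by visual image inspection, cut at about 30% in these data, passing the limit was not always enough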; further: strong numbers were not always called active
# HUVEC tox TNFa = toxic to HUVEC cells under TNF alpha stimulation; HUVEC TNFalpha-stimulated, Hoechst cell count, imaging; cell count reduction, % at 2 µM; actives 0.17% (n = 93,000); AID 848;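 active means cell count reduction exceeding the screen mean by over 5 SD, scaled to untreated wells per plate, cut at about 78% in these data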;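 further: cells counted after 24 h of TNF alpha exposure following the 1 h pretreatment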
# HUVEC inhibit = blocks proliferation of human endothelial cells. AID 648. actives 1.1% (n = 86,000). HUVEC proliferation, CellTiter-Glo luminescence, 72 h; active compounds read low. viability, % at 10 µM (by protocol);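 active means viability at or below 30%; inactive means viability above 30%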;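 further: 100% = median luminescence of DMSO-only cell control wells on each plate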
# Smad3 FoxH1 inh = blocks human Smad3 binding to FoxH1 peptide | P84022 | TR-FRET Smad3/Dy647-FoxH1 peptide binding, europium anti-His | inhibition, % at 25 µM | actives 0.29% (n = 88,000) | AID 630;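 active means compounds that reduce the energy-transfer binding signal between the protein and its labelled peptide by more than half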;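 further: 0% = Smad3 plus labelled peptide maximal FRET and 100% = peptide-only background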
# Target sequence (P84022 whole entry, looked up): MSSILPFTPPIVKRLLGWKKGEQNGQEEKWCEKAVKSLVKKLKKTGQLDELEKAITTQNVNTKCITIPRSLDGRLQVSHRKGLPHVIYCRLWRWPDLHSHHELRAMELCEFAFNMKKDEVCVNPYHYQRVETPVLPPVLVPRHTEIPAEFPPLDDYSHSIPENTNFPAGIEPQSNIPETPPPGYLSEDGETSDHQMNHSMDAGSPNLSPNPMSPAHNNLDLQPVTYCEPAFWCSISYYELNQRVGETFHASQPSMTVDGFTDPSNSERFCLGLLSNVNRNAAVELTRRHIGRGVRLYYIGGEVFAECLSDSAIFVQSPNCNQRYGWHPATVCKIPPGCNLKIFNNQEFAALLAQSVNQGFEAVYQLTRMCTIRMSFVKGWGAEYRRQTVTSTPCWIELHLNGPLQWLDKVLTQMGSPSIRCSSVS
# Fibroblast inh = blocks proliferation of human lung fibroblasts; actives 1.1% (n = 85,000); LL 47 human lung fibroblast viability, ATP luminescence; active compounds read low; viability, % at 10 µM;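 active means viability at or below 50% in the single dose screen; inactive means viability above 50%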;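 further: compound exposure lasted 72 h before the ATP readout; 100% = median luminescence of untreated cell-only wells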
#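 Test system: LL 47 human lung fibroblasts / Incubation: 72 h compound exposure at 37 °C after overnight plating / Technique: luminescent ATP detection, CellTiter-Glo / Compound dosing: 0.1% DMSO in all compound wells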
# HUVEC tox IL1B = toxic to HUVEC cells under IL-1B stimulation; HUVEC cell count loss, Hoechst imaging, IL-1B stimulated; cell count reduction, % at 2 µM; actives 0.41% (n = 94,000);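 active means cell count reduction more than 3 SD above the screen-wide mean, cut at about 70% in these data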;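 further: normalized per plate to untreated control cells as the no-loss baseline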
# VCAM1 TNFa inh = reduces TNF alpha induced VCAM1 expression in HUVEC; HUVEC TNFa-induced VCAM-1 immunofluorescence, high-content imaging; inhibition, % at 2 µM; actives 0.48% (n = 95,000); AID 802;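 active means inhibition above the batch mean plus 3 SD, with images confirmed as a hit by eye, cut at about 37% in these data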;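 further: 0% = TNF-stimulated DMSO wells and 100% = unstimulated control wells; not every result past the cut was called active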
# H69AR inhibit = blocks growth of human H69AR lung tumor cells | H69AR lung tumor viability, ATP luminescence, 72 h; active compounds read low | viability, % at 10 µM | actives 6% (n = 85,000) | AID 598;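 active means viability at or below 40%; inactive means viability above 40%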;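 further: multidrug resistant small cell line overexpressing MRP-1 efflux transporter; 100% = mean luminescence of untreated control wells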
# * hit, by the source's call; nt = not tested or not shown; [ ] = remark or other dose.
Molecule,Smad3 FoxH1 inh,HUVEC tox TNFa,H69AR inhibit,PTK2B oligo ant,HUVEC inhibit,Fibroblast inh,VCAM1 TNFa inh,F-actin modifier,HUVEC tox IL1B
CCC(=O)n1nc(-c2ccc(OC)cc2)nc1SC,4,-13,106,-0.37,95,104,19,9,27
N#Cc1c(-c2ccc(Cl)cc2)ccn2nc(CCC(=O)O)nc12,-6,-17,101,-0.05,98,94,16,2,27
O=C(CN1CCSCC1)c1c[nH]c2ccccc12,-7,-11,102,-0.12,94,106,-20,16,-1
CC1CCC(C(=O)NC(C(=O)NCc2cccnc2)C(C)C)CC1 (stereo not drawn),2,-12,nt,-0.17,nt,nt,3,-8,-7
CC(C)(C)Cc1nc(-c2ccccn2)no1,-2,-23,103,0.96,86,97,14,7,-6
O=C(Nc1ccccc1C(=O)NCc1ccccc1)c1ccco1,-4,-12,51,0.06,98,96,6,4,-1
O=C1/C(=C/c2cccnc2)Sc2ccccc21,nt,11,nt,-2.2,nt,nt,0,-14,-10
CC1CCCC(C)N1CCNC(=O)Nc1ccc(Cl)cc1 (stereo not drawn),-3,26,92,0.25,104,100,0,-11,10
O=C(N1CCCCC1)C1(c2ccccc2)CCOCC1,-1,-31,97,0.16,87,98,-11,5,-55
O=C(Cn1c(=O)[nH]c2ccsc2c1=O)N1CCN(c2ccc(F)cc2)CC1,0,-11,93,nt,99,104,3,-17,3
COc1ccc(N(CC(=O)Nc2cccc(C(=O)O)c2)S(=O)(=O)c2c(C)noc2C)cc1,8,-30,96,-0.16,98,101,-8,9,-27
Cc1nnc(SCC(=O)Nc2ccc(S(=O)(=O)N3CCCC3)cc2)n1N,4,-13,102,0.33,99,95,9,-21,-24
CC1CCCC(NC(=O)CSc2ncccc2C(=O)O)C1C (stereo not drawn),-5,4,89,0.63,95,92,-1,-20,-10
O=C(NCc1cccs1)c1cccc(Nc2nc3ccc(Br)cc3[nH]2)c1,nt,-1,nt,nt,nt,nt,-5,-10,-6
O=C(Nc1cccc(-c2nc3cc(Cl)ccc3o2)c1)C1CCCO1 (stereo not drawn),9,4,79,-1.1,82,97,7,1,-44
Cc1sc2nc(CN3CCCC3)nc(N3CCC(C(N)=O)CC3)c2c1C,15,-4,92,1.1,109,102,-26,16,-7
CCCNC(=S)NC1CC2CCC(C1)N2Cc1ccccc1 (stereo not drawn),nt,-20,nt,-0.21,nt,nt,8,10,12
COC(=O)CN(c1cccc(C(C)=O)c1)S(C)(=O)=O,8,-13,101,0.71,98,94,4,2,-6
Cc1ccc(NC(=O)/C(C#N)=C/c2ccc(C)s2)c(C)c1,16,-15,98,0.4,112,109,2,5,4
CC(C(=O)NCc1ccc2c(c1)OCO2)N(c1ccccc1)S(C)(=O)=O (stereo not drawn),4,4,77,0.23,88,94,6,-81,17
COCCNC(=O)C1=C(N)C(C(=O)Nc2ccc(C)c(S(=O)(=O)N3CCCCC3)c2)SC1=Nc1ccc(C)cc1C (stereo not drawn),nt,-16,nt,-0.06,nt,nt,-6,4,2
CCOC(=O)c1c(C)n(CCNC(C)=O)c2ccc(OC)cc12,0,-21,74,-0.98,85,101,0,10,-5
CCOC(=O)c1cc(CC)sc1NC(=O)COC,-14,-48,93,0.18,91,95,-9,24,-37
CCc1[nH]nc2c1C(c1cccnc1)C(C#N)=C(N)O2 (stereo not drawn),-10,-3,91,-0.57,107,105,12,7,-115
COc1cc(C(=O)Nc2ccccc2-c2nnn(CC(N)=O)n2)cc(OC)c1OC,nt,-21,nt,-0.18,nt,nt,23,-12,-4
CC(=O)c1c(N)n(C)c(=O)n(C)c1=O,10,nt,82,2.3,92,91,nt,nt,nt
Cc1ccc(S(=O)(=O)Cc2ccc(C(=O)N3CCN(Cc4ccccc4)CC3)o2)cc1,2,nt,87,nt,92,98,nt,nt,nt
Cc1occc1-c1nnc(SCC(=O)N2CCOCC2)n1Cc1ccco1,8,nt,97,-0.27,101,102,nt,nt,nt
COc1ccccc1OCc1nc(Cc2ccc(Cl)cc2)no1,-10,7,92,-0.26,112,93,0,2,3
CCOc1ccc(NC(=O)CSc2n[nH]c(=O)n2-c2ccccc2)cc1,1,1,93,-0.58,98,106,0,-4,-8
COc1ccc(NS(=O)(=O)c2cccc(C(=O)O)c2)cc1,-6,-4,105,-0.33,96,101,-7,-6,-20
COc1ccc(NC(C)=O)cc1NC(=O)CN1CCN(CC(=O)Nc2ccc(Cl)cc2)CC1,4[fluorescence artefact?],-16,102,0.51,83,93,-3,-17,2
CN(C)c1ccc(C=Nc2cnn(C)c2C(N)=O)cc1,5,-15,86,0.55,89,104,18,-8,nt
CCOC(=O)c1[nH]c(C)c(C(=O)N2CCc3ccccc32)c1C,-11,58,26*,0.21,45,49*,54*,-15,15
O=c1cc(C(F)F)oc2c1ccc1ccccc12,1,nt,89,-0.04,44,nt,nt,nt,nt
C(=N\c1nc2ccccc2n1CCN1CCCCC1)/c1cccs1,-3,-32,83,-0.18,93,93,-5,-9,-39
O=C(Nc1cccc(F)c1)/C(=C\c1ccco1)NC(=O)c1cccs1,nt,2,nt,1.6,nt,nt,-5,-3,-40
CCN(CC)S(=O)(=O)c1ccc(Oc2ccccc2)cc1,12,-15,103,-1.6,100,96,-28,-7,-14
CCOC(=O)c1ccc(Nc2nc(C(=O)OCC)nc3ccccc23)cc1,-1,-41,38*,-2.9,70,103,21,22,84*
CC(C)C(=O)Nc1ccc(C(=O)N2CCCCCC2)cc1,-18,8,101,0.76,107,110,8,-1,-1

# An excerpt from above, limited to VCAM1 TNFa inh and F-actin modifier.
molecule,VCAM1 TNFa inh,F-actin modifier
CCOc1ccc(NC(=O)CSc2n[nH]c(=O)n2-c2ccccc2)cc1,0,-4
COc1ccc(NS(=O)(=O)c2cccc(C(=O)O)c2)cc1,-7,-6

# (further entries)
Molecule,Smad3 FoxH1 inh,HUVEC tox TNFa,H69AR inhibit,PTK2B oligo ant,HUVEC inhibit,Fibroblast inh,VCAM1 TNFa inh,F-actin modifier,HUVEC tox IL1B
Cc1ccc(C)c(N2CCN(C(=O)c3cc4ccccn4n3)CC2)c1,4,-32,86,nt,101,97,1,-2,-22
CN(C)c1nc2ccc(OCCN3CCCCC3)cc2s1,-10,-3,89,0.08,92,107,5,7,-29
COC(=O)c1cccc(C(=O)Nc2ccc(C)cc2Br)n1,9,-3,76,-0.67,91,95,14,-5,-26
Cc1ccc2c([N+](=O)[O-])c(C)ccc2n1,nt,10,nt,-0.49,nt,nt,-1,12,14
CCOC(=O)C1C(=O)NC(c2ccccc2)=NC1c1ccccc1 (stereo not drawn),nt,1,nt,0.83,nt,nt,-6,-16,-1
CN1CCN(CCCNC(=O)Nc2cccc3ccccc23)CC1,-17,6,104,0.63,97,107,-6,-2,-31
O=C(Nc1ccccc1N1CCOCC1)c1cc(-c2ccco2)nc2ccccc12,14,11,5.8*,-0.58,71,93,-12,-4,-45
O=C(NCc1ccco1)c1nc2ccccc2s1,4,2,93,-0.12,97,99,8,6,23
CC1(C(=O)N2CC3(CC(c4ccccc4)=NO3)C[C@H]2C(=O)NCC(N)=O)CC1 (stereo partly drawn),nt,-10,nt,nt,nt,nt,7,12,6
CNC(=O)N(c1ccccc1)c1ccccc1,5,16,100,-0.27,106,112,0,2,-21
CC1(C)CC(=O)C(C=NCCc2ccc(O)cc2)=C(O)C1,1,-33,88,-0.45,97,nt,-5,12,-66
CCn1nnc(NC(=O)c2cccc(-c3cc4ccccc4oc3=O)c2)n1,4,-6,77,-1.7,88,93,-3,4,-10
N#CC1=C(SCc2ccccc2)NC(=O)CC1c1cccc(O)c1 (stereo not drawn),16,-13,98,-0.92,103,99,10,4,nt
COC(=O)c1cc(OC)c(OC)cc1NC(=O)c1cc(C)on1,-61[fluorescence artefact?],-13,64,nt,93,97,5,11,-37
CC(=S)/C=C1\Sc2ccccc2N1C,nt,-20,nt,0.36,nt,nt,17,3,nt
Cc1nnc(NC(=O)c2cccc(S(=O)(=O)N3CCOCC3)c2)s1,-9,14,103,-0.3,104,100,2,6,8
COc1cc(NC(=O)Cn2nnc(-c3ccncc3)n2)cc(OC)c1,20,-28,82,-0.33,98,105,-18,-4,-7
N#Cc1cccc(-c2cn(S(=O)(=O)c3ccc(Cl)cc3)nc2N)c1,-2,-6,54,-0.14,82,85,4,-3,-17
C=C(C)c1cccc(C(C)(C)NC(=O)N2CC(C)OC(C)C2)c1 (stereo not drawn),-10,-12,104,0.91,84,91,-11,-7,-4
CC(=O)N1CCc2cc(Br)cc(S(=O)(=O)NCC3CCCO3)c21 (stereo not drawn),-3,-21,100,0.47,94,106,20,-10,-39
COc1ccc(NS(=O)(=O)c2ccc3oc(SC4CCOC4=O)nc3c2)cc1 (stereo not drawn),-22,6,127,0.43,94,96,-8,nt,20
O=C1Cc2ccccc2N1c1c(Cl)cccc1Cl,-2,-21,86,0.05,98,98,0,10,10
O=C(Nc1ccc(N2CCN(C(=O)c3ccco3)CC2)c(Cl)c1)c1c(F)c(F)c(F)c(F)c1F,4,-22,42,1,69,88,-26,8,-41
O=[N+]([O-])c1nn(-c2ccc3c(c2)OCCO3)n(O)c1=NCc1ccccc1Cl,nt,6,nt,-0.92,nt,nt,17,-2,-29
COC(=O)Cn1c(C)c(C(C)=O)c(C(C)=O)c1C,7,-22,nt,0.99,97,100,-11,-5,-113
COc1c(C)cc(Br)cc1C(=O)Nc1ccc(N2CCN(S(C)(=O)=O)CC2)cc1,-3,-6,92,0.58,105,98,2,-7,-18
CCN(CC)C(=O)COc1cc(C)c(Cl)c(C)c1,-9,-28,100,0.01,100,104,-4,-8,-22
COc1ccc(-c2nnc3n2N=C(C)CS3)cc1,20,-10,84,0.4,80,97,5,-1,10
CCCOc1ccc(C(=O)Nc2ccc(N3CCN(C(C)=O)CC3)cc2)cc1,nt,11,nt,-0.56,nt,nt,-16,-6,-21
OC1(c2cccc(C(F)(F)F)c2)CCN(c2ccc(-c3ccccc3)nn2)CC1,-2,-12,nt,0.45,92,102,6,1,-137
COC(=O)c1ccc2c(c1)nc(C)n2CCO,10,-18,92,0.04,102,96,10,-10,-77
CCOC(=O)c1sc(=NC(=O)c2ccc(OC)c(OC)c2)n(C)c1C,-126[fluorescence artefact?],-8,20*,0.92,77,97,-7,17,-6
Cc1cccc(Nc2ccccc2C(=O)OCC(=O)N2CCOCC2)c1C,7,24,82,-1.8,81,99,15,7,17
O=c1cc(CO)occ1OCc1cccc(C(F)(F)F)c1,nt,14,nt,0.23,nt,nt,3,12,-6
O=C1CCCC(=O)C1=Cc1c[nH]c2ccccc12,nt,-9,nt,0.35,nt,nt,4,18,2
COc1cc(C(=O)O)ccc1OCc1c(C)noc1C,nt,-22,nt,-0.38,nt,nt,4,19,-14
CCOC(=O)c1c(O)c2c([nH]c1=O)CCCC2,-4,-16,90,-0.22,102,103,16,3,-8
Cc1ccc(-n2c(SCC(=O)Nc3nccs3)nc3c(c2=O)SCC3)cc1,-71,nt,67,0.49,98,27*,nt,nt,nt
CCN(CC)c1ccc(C2C(C(=O)Nc3ccccn3)=C(C)NC3=C2C(=O)CC(C)(C)C3)cc1 (stereo not drawn),-6,-21,96,-0.96,93,102,6,-7,-25

# Not all compounds are listed; count on the stated rates, not on these rows.
